# M. tuberculosis HTS: M. tuberculosis growth inhibition, HTS (AID 449762); M. tuberculosis H37Rv growth inhibition, 7H9 media; higher % means a stronger effect; inhibition, % at 25 µM, or IC50 in µM where a hit was titrated; hit rate 0.59% among 330,000; in the data active = a potency from the dose series; inconclusive = inhibition above about 70% without an active follow-up result;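 note: bacterial growth assessed after seven days of incubation; strong numbers were not always called active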
# influenza NS1A: H1N1 influenza NS1A inhibitors, functional cell based assay (AID 504329). NS1A functional cell-based assay, percent inhibition; higher % means a stronger effect. inhibition, % at 12.5 µM, or IC50 in µM where a hit was titrated. hit rate 0.3% among 340,000; in the data active = a potency from the dose series; inconclusive = inhibition above about 27% without an active follow-up result; note: strong numbers were not always called active
# M. tuberculosis: growth inhibition of non-replicating M. tuberculosis (AID 488890) | inhibition, % at 25 µM; hits with a dose series show IC50 in µM | Mycobacterium tuberculosis non-replicating, growth inhibition; higher % means a stronger effect | hit rate 0.39% among 320,000; in the data active = a potency from the dose series; inconclusive = inhibition mostly from about 82% at the one dose, without a potency; inactive = the rest, 99 in 100 with inhibition below about 76%;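 note: plate controls were DMSO cells for no effect and high antibiotic wells for full effect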
# inhibitors of VEEV: inhibitors of VEEV TC-83 cytopathic effect, confirmation, Vero cells (AID 588727) | Vero cells, VEEV TC-83 cytopathic effect inhibition; higher % means a stronger effect | one-dose inhibition, % at 20 µM; IC50 in µM for titrated hits | hit rate 0.13% among 350,000; in the data active = a potency from the dose series; inconclusive = inhibition mostly from about 14% at the one dose, without a potency; inactive = the rest, 99 in 100 with inhibition below about 12%; note: strong numbers were not always called active
# Salmonella PhoP GFP: PhoP regulon inhibitors, Salmonella typhi PhoP promoter GFP reporter, confirmatory (AID 1850) | one-dose inhibition, % at 50 µM; IC50 in µM for titrated hits | Salmonella Typhi PhoP-promoter GFP reporter, fluorescence, 4 h; higher % means a stronger effect | hit rate 0.33% among 310,000; in the data active = a potency from the dose series; inconclusive = inhibition mostly from about 25% at the one dose, without a potency; inactive = the rest, 99 in 100 with inhibition below about 19%;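 note: 0% = induced wells with vehicle and 100% = uninduced wells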
# inhibitors of VEEV 10K pilot screen: recorded beside inhibitors of VEEV, whose call it bears; inhibition, %; measured here: 10K pilot screen inhibition
# The depositor's hits bear a star; i = inactive; ? = inconclusive; nt = no result given.
SMILES,M. tuberculosis HTS,influenza NS1A,M. tuberculosis,inhibitors of VEEV,Salmonella PhoP GFP,others
O=C1C=C(c2cnc3ccccc3c2)C[C@@H](c2ccc3c(c2)OCO3)C1,?,-5%,39%,10%,nt,
CC(C(=O)Nc1cccnc1)c1ccc([N+](=O)[O-])cc1 (configuration not stated),-4%,-11%,17%,i,-8%,
Cn1c(=O)c2[nH]c(C3CCCC3)nc2n(C)c1=O,7%,0%,4%,0.6%,2%,
O=C(NNS(=O)(=O)c1cc(Cl)c(Cl)cc1Cl)c1cccnc1,-13%,-6%,-11%,0.1%,-8%,
CCc1ccc(Nc2n[n+](-c3ccccc3)c(-c3ccc(N(CC)CC)cc3)s2)cc1,?,3%,?,6.4%,-122%,
CCOC(=O)c1ccccc1NC(=O)COC(=O)C1CC(=O)N(c2ccc3c(c2)OCCO3)C1 (configuration not stated),0%,-6%,6%,1.3%,1%,
NC(=O)CSc1nnc(-c2ccccc2Br)n1-c1cccc(C(F)(F)F)c1,-5%,9%,-11%,0.5%,-2%,
N#Cc1nc(COc2ccc(Br)cc2)oc1N1CCCCCC1,3%,8%,41%,2.4%,-17%,
CC(C)(C)NC(=O)CSc1nnc(NC(=O)CCn2cnc3ccccc3c2=O)s1,7%,0%,3%,0.6%,-6%,
Cc1cccc(/C=N/n2c(-c3ccccc3)n[nH]c2=S)c1O,3%,-1%,-6%,0.5%,-9%,
CC(C)(C)c1cc(-n2ccnc2)n2ncc(-c3ccc(Cl)cc3)c2n1,8%,-9%,-9%,2.1%,6%,
COc1ccc(C(=O)Nc2ccc(C3(C#N)CCCC3)cc2)cc1OC,10%,-2%,32%,i,-3%,
CCc1[nH]nc2c1C1(CCN(C(=O)OCc3ccccc3)CC1)C(C#N)=C(N)O2,-7%,-1%,24%,1.6%,-5%,
Cc1ccc(N(C)C(=O)C2CCN(S(=O)(=O)c3ccc4c(c3)oc(=O)n4C)CC2)cc1,-3%,-13%,nt,i,nt,
CN(C(=O)Oc1cccc2cccnc12)c1ccccc1,11%,-20%,12%,i,-3%,
COCc1[nH][nH]c(=O)c1C=Nc1ccc(Cl)cc1,-12%,-7%,-12%,0.4%,7%,
O=c1c(-c2ccc(Oc3ccccc3)cc2)[n+]([O-])c2ccccc2n1OCc1ccccn1,-21%,-10%,3%,i,-9%,
O=C(NC(Cc1ccccc1)C(=O)O)C1CCN(S(=O)(=O)c2cccc(C(F)(F)F)c2)CC1 (configuration not stated),0%,-4%,-2%,0.2%,-2%,
CCOC(=O)c1c(C)[nH]c(C)c1C(=O)COC(=O)[C@@H](NC(=O)c1ccccc1OCC)C(C)C,4%,1%,25%,2.7%,4%,inhibitors of VEEV 10K pilot screen=2.0
CCOC(=O)N/N=C/c1c[nH]c2ccccc12,10%,-4%,24%,0.8%,10%,
CCN(CC)S(=O)(=O)c1ccc2c(c1)nc(CCC(=O)OCc1c(C)noc1C)n2C,-3%,2%,4%,0.1%,-14%,
O=C(NCc1ccncc1)C(=O)NCC1OCCN1S(=O)(=O)c1cc(F)ccc1F (configuration not stated),0%,-10%,nt,6.2%,3%,
Cc1c(C)c2ccc(OCC(=O)NCCN3CCOCC3)c(C)c2oc1=O,-3%,-2%,-6%,0.3%,-20%,
O=C(COc1ccc2ccc(=O)oc2c1)c1ccccc1,-7%,-22%,75%,0.1%,3%,
Cc1ccc(NC(=O)Nc2ccc(S(N)(=O)=O)cc2)cc1,1%,15%,3%,0.8%,-1%,

# The list goes on.
SMILES,M. tuberculosis HTS,influenza NS1A,M. tuberculosis,inhibitors of VEEV,Salmonella PhoP GFP,others
COc1ccc(Br)cc1CNC(=O)Nc1cccs1,5%,19%,2%,1.2%,-8%,
CC(=O)c1c(C)[nH]c(C(=O)OCC(=O)Nc2ccccc2Cl)c1C,3%,0%,24%,5.4%,0%,
Cc1cc2ccccn2c1C(=O)c1cc([N+](=O)[O-])cc([N+](=O)[O-])c1,1%,41µM*,52%,0.5%,4%,
CS(=O)(=O)c1ccc(Cl)c(NC(=O)COC(=O)CCc2c[nH]c3ccccc23)c1,?,3%,75%,i,5%,
Cc1ccc(N2C(=O)CC(Sc3nc4ccccc4o3)C2=O)cc1Cl (configuration not stated),?,4%,?,5.2%,-10%,
CCC1CCCCN1CCCn1c(=S)[nH]c2ccccc2c1=O (configuration not stated),-1%,-3%,-4%,0.7%,2%,
COc1ccc(Cl)cc1C(=O)OCC(=O)NC1CCCC(C)C1C (configuration not stated),nt,-12%,nt,3.3%,nt,
O=c1[nH]c(C2CCCCC2)nc2ccccc12,2%,-13%,1%,2.4%,-3%,
CC(=O)c1cc(-c2ccc(F)cc2)n(CCC(=O)NC(C)(C)C)c1C,11%,-7%,17%,0.8%,0%,
CN(C)c1ccc(N=Cc2ccco2)cc1,2%,17µM*,40%,1.5%,1%,inhibitors of VEEV 10K pilot screen=0.0
Cc1cc(NC(=O)CSc2nc3c(sc4ccccc43)c(=O)n2CCc2ccccc2)n[nH]1,-8%,-6%,-16%,i,4%,
COc1ccc(CC2(C)OC(c3ccncc3)=NN2C(C)=O)cc1 (configuration not stated),7%,4%,-6%,7.9%,-18%,
CC1(C)C(=O)OC(c2ccccc2)C(C)(C)C1=O (configuration not stated),-11%,-6%,-2%,i,2%,
CCC(C(=O)Nc1ccccc1)c1ccccc1 (configuration not stated),1%,-8%,-9%,i,1%,
CC(C)C(NC(=O)CN1C(=O)c2ccccc2C1=O)c1ccccc1 (configuration not stated),4%,-11%,-6%,i,1%,
CC(C)(C)c1cc(-c2n[nH]c(=S)n2-c2ccc(Cl)cc2)n[nH]1,1%,12%,-12%,i,6%,
COc1ccc(NC(=O)CCNS(=O)(=O)c2cc(Br)ccc2Br)cc1S(N)(=O)=O,0%,7%,-16%,i,19%,
CCC(=O)N1CCC(c2ccc(OC)cc2)=N1,7%,-11%,-8%,1.3%,2%,
CCOc1ccc(C(=O)Nc2c3c(nn2C(C)(C)C)CSC3)cc1OCC,nt,-9%,nt,1.5%,-1%,
Cc1ccc(S(=O)(=O)N2CC(O)C[C@H]2C(=O)OCC(=O)N2CCN(c3ccc(F)cc3)CC2)cc1C (some centres not stated),nt,-4%,nt,2.0%,nt,
Cc1ccc(NC(=O)C/C(N)=N/OC(=O)c2ccccc2)cc1,0%,-10%,12%,i,-6%,
CN1C(=O)C(O)N=C(c2ccccc2)c2ccccc21 (configuration not stated),-2%,-7%,-5%,0.5%,-3%,
CCCC1(CCC)C(=O)NC(=NCc2ccccc2)NC1=O,7%,-1%,11%,8.3%,-16%,
CCCc1nnc(NC(=O)CCCN2C(=O)c3ccccc3C2=O)s1,4%,5%,1%,0.8%,8%,
CCC1CCCCN1S(=O)(=O)c1ccc(NC(=O)c2cccs2)cc1 (configuration not stated),-1%,-1%,-1%,1.0%,-8%,

# More structures:
SMILES,M. tuberculosis HTS,influenza NS1A,M. tuberculosis,inhibitors of VEEV,Salmonella PhoP GFP,others
COc1ccccc1CC(=O)O/N=C(\N)c1cccc([N+](=O)[O-])c1,36%,-4%,30%,i,-9%,
CC(=O)Nc1ccc(NC(=O)c2cc(C)nn2-c2ccccc2)cc1,-5%,6%,17%,5.1%,-7%,
O=Cc1ccc(Sc2ncccn2)o1,nt,-2%,nt,0.3%,nt,
CCc1noc(C)c1C(=O)OCC(=O)NCc1ccccc1OC,-6%,3%,-1%,i,nt,
Cc1ccc(-c2cc3nc4c(c(=O)n3[nH]2)CCCC4)cc1,6%,5%,-3%,0.1%,-8%,
Cn1c(SCC(=O)N2CCCC2=O)nc2ccccc21,5%,3%,-17%,1.1%,-12%,
CCNc1ccc(C(=O)OCC(=O)NC(C)c2ccccc2)cc1[N+](=O)[O-] (configuration not stated),10%,-1%,3%,0.6%,-10%,
CCOC(=O)/C=c1\s/c(=C\c2ccc(C#N)cc2)c(=O)n1CC(=O)NCc1ccco1,6%,3%,-4%,1.4%,-8%,
Cn1c(=O)c2c(nc(NC(Cc3ccccc3)C(=O)O)n2Cc2ccccc2)n(C)c1=O (configuration not stated),0%,11%,21%,0.9%,14%,
Cc1ccc(NC(=O)c2ccc3c(c2)OCCO3)cc1S(=O)(=O)Nc1cccc(Cl)c1,3%,0%,21%,9.6%,-14%,inhibitors of VEEV 10K pilot screen=8.6
Cc1cccc2nc(-c3ccccc3)nc(N[C@@H](CO)c3ccccc3)c12,18%,-1%,51%,3.0%,-15%,inhibitors of VEEV 10K pilot screen=3.3
COc1ccccc1N1CCN(S(=O)(=O)c2ccc3c(c2)oc(=O)n3C)CC1,10%,-8%,-11%,1.8%,-12%,
COc1ccc2[nH]c3c(=O)n(N)c(C)nc3c2c1,-1%,-5%,11%,5.2%,-5%,
CC(C)(C)C(=O)NCCCc1ccccc1,-4%,2%,1%,1.8%,-8%,
COc1cc(-c2nnc(SCC(=O)N3CCCC3)o2)cc(OC)c1OC,-7%,-4%,32%,1.2%,3%,
O=C(NC(=S)Nc1ccc2oc(=O)ccc2c1)c1cccc(F)c1,8%,1%,1%,0.7%,5%,
CCCCCC(=O)Nc1cccc(C2=NOC3(C2)C[C@H](C(N)=O)N(C(=O)[C@H]2CCC(=O)N2)C3)c1 (some centres not stated),4%,6%,-3%,1.7%,-18%,
CC(C)n1nnnc1SCC(=O)Nc1ccccc1F,2%,-1%,36%,1.9%,5%,
CC(C)(O)C#Cc1ccc([C@@H]2C[C@H]3CN(c4ccccc4)C(=O)[C@]34CCCN24)s1,-2%,12%,-1%,1.2%,-8%,
O=S1(=O)[C@H]2C[C@@H]3CC[C@]2(CN1Cc1cccc(F)c1)O3,1%,3%,1%,0.4%,-3%,
NNc1nc2c(F)cc(F)cc2s1,55%,-1%,4%,1.0%,-1%,
Fc1ccc2[nH]c3c(NCc4ccccc4)ncnc3c2c1,23µM*,4%,53%,i,22%,
CCc1nc2c(nnn2Cc2ccc(F)cc2)c(=O)[nH]1,2%,-12%,-4%,i,1%,
O=C(Nc1ccc(F)cc1)c1ccc2c(=O)n(CC3CCCO3)c(=S)[nH]c2c1 (configuration not stated),2%,3%,1%,1.6%,11%,
CN(C(=O)c1ccc(NC(=O)Cc2ccccc2)cc1)c1ccccc1,13%,6%,40%,0.8%,5%,
Cc1cn2c(=O)c(C(=O)N3CCN(c4ccccc4)CC3)cnc2s1,-3%,9%,-9%,0.7%,5%,
COCCCNC(=O)/C(C#N)=C/c1cccc(NC(=O)c2ccccc2Cl)c1,-8%,0%,-1%,0.1%,-8%,
